Screens: PubChem BioAssay, National Center for Advancing Translational Sciences (NCATS)
Sm TGR inh: blocks Schistosoma mansoni thioredoxin glutathione reductase; purified TGR, DTNB reduction, TNB absorbance 405 nm; Potency, µM (highest dose often 114 µM), without a hit: at the top dose activity change, negative = inhibition, hits mostly inhibitors; hit rate 3% among 360,000; also: potency is read from the fitted curve at half-maximal effect; nearly all actives have a fitted effect of over 60% in size
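TGR 20 nM + NADPH 100 uM (dispensed conc.), cpd preinc 15 min RT; start with NADPH (500 uM addition) then DTNB (15 mM addition). Kinetic TNB absorbance, 405 nm filter. Four-parameter Hill fit across titration.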
HCV inhibitor: blocks hepatitis C virus; AID 651820; Huh7.5.1 HCVcc-Cre infection, luciferase reporter, 44 h; hit rate 3.4% among 340,000; Potency, µM (titrated, usually from 41.8 µM), for inactives: top-dose activity change, negative = inhibition, actives largely listed as inhibitors; also: potency is read from the fitted curve at half-maximal effect
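Cells seeded at 1,000/well and cultured 4 h, then compounds added followed by HCVcc-Cre virus (~0.5 moi). After 44 h further culture, luciferase substrate was added, plates held 15 min at room temperature, and luminescence read for 15 sec.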
Giardia FBPA inh: blocks Giardia fructose-bisphosphate aldolase activity. A8B2U2. purified Giardia FBPA. Potency, µM (series often up to 59.6 µM), inactives show at the top dose activity, negative = inhibition, actives largely listed as inhibitors. hit rate 0.71% among 290,000; also: potency is read from the fitted curve at half-maximal effect; nearly all actives have a fitted effect of over 55% in size
Target sequence (A8B2U2 whole entry, looked up): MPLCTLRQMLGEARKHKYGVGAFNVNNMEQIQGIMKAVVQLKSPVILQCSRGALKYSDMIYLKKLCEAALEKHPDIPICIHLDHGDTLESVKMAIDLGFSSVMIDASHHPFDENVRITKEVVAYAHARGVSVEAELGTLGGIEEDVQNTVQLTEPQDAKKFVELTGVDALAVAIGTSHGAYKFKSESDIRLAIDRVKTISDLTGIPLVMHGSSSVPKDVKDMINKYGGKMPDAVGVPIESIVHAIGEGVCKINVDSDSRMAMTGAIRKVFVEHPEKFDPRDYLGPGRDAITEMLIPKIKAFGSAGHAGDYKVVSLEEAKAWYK
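Giardia FBPA (40 nM reagent) was preincubated 10 min at RT with compound (up to 57.5 uM final), then substrate plus GAPDH/TPI/NAD/arsenate coupling system with diaphorase/resazurin was added; resorufin fluorescence (525/598 nm) was read after 20 min.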
AmpC inh detg: blocks E. coli AmpC beta-lactamase in detergent assay | P00811 | AmpC hydrolysis of nitrocefin, absorbance 480 nm, 0.01% Triton | Potency, µM (titrated, usually from 114 µM), for the others: at the top dose activity change, negative = inhibition, usual class: inhibitors | hit rate 0.041% among 370,000;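 also: potency is read from the fitted curve at half-maximal effect; 0% = no-compound wells and -100% = no-enzyme wells; nearly all actives have a fitted effect of over 25% in size; some results filed as inactive show a strong effect at the top dose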
Target sequence (P00811 whole entry, looked up): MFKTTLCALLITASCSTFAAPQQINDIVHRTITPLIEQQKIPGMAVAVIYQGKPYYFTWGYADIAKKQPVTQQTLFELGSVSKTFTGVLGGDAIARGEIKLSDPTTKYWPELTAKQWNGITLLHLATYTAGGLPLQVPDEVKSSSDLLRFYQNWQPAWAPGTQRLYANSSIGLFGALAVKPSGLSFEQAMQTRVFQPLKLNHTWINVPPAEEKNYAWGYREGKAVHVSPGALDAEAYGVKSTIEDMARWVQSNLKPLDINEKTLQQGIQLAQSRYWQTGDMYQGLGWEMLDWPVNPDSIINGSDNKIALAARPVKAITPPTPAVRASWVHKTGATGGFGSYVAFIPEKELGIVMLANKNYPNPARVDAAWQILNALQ
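20 mM phosphate pH 7.0 + 0.01% (detergent screen) or 0.0001% Triton X-100; 5.3 nM AmpC reagent; cpd preinc 15 min RT; nitrocefin (800 uM stock) to start; A480 q20 s × 4 min; Activity was normalised to no-enzyme and no-compound control wells.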
AMA1-RON2 inh: inhibitors of Plasmodium falciparum AMA1-RON2 interaction. AlphaScreen AMA1-biotinylated RON2 peptide binding. Potency, µM (highest dose often 58.2 µM), inactives show at the top dose activity change, negative = inhibition, actives largely listed as inhibitors. hit rate 0.2% among 360,000. AID 720542;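 also: potency is read from the fitted curve at half-maximal effect; 0% = vehicle wells and -100% = peptide control; nearly all actives have a fitted effect of over 45% in size; some results filed as inactive show a strong effect at the top dose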
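AMA1 (3D7) with his tag at 25 nM final met compounds first, then biotinylated RON2 peptide at 25 nM; detection used donor plus acceptor beads, 10 µg/mL apiece, read by AlphaScreen after 30 min at room temperature.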
HCMV antiviral: inhibitors of human cytomegalovirus | HFF cells, HCMV-luciferase reporter, 72 h; stronger effect = lower value | hit rate 4.5% among 410,000 | activity change, negative = inhibition, % at 57.5 µM; in the data active = activity change below about -60%; inconclusive = no clear call, values can overlap the other calls; inactive = above about -39%
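Inhibition of viral replication was scored as loss of reporter luminescence in HFFs infected with HCMV-luciferase (MOI 1 PFU/cell) for 72 h; compounds tested at 2 doses, normalized to buffer and Salinomycin controls.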
* marks the source's active call; other numbers are inactive results; u = inconclusive; x = no result given; & = joins results of further samples; [ ] = another dose, or the depositor's remark. Unless noted, calls follow the shape of the dose curve; as a rule, active = well fitted curve in the direction sought with a large enough effect; inconclusive = small, poorly fitted or top-dose-only effect, or another doubt; inactive = no such curve, though single readings can be large; an effect the other way counts as inactive or inconclusive. Unless noted, % is scaled to controls: 0 for no effect and ±100 for the full control effect.

SMILES	Sm TGR inh	HCV inhibitor	Giardia FBPA inh	AmpC inh detg	AMA1-RON2 inh	HCMV antiviral
Cc1nnc2ccc(N3CCC4(CC3)OCCO4)nn12	9.1%	-11.0%	-0.3%	u	10.6%	-62.0*
Clc1ccc(-c2nc3cnccn3c2Nc2ccc3c(c2)OCO3)cc1	0.3%	u	0.5%	u	-29.1%	17.0
COC(=O)[C@@H](NC(=O)O[C@@H]1C(=O)c2ccc(OC)cc2O[C@H]1c1cccc(C(F)(F)F)c1)C(C)C	-13.8%	-2.9%[8.37 µM]	-0.2%&-5.8%	u	x	x
CCOC(=O)C1CCCN(C(=O)C2CCN(c3nnc(-n4cccc4)s3)CC2)C1 (centres undefined)	-10.2%	6.5%	6.8%	-6.2%	9.0%	9.6
Cc1n[nH]c(C)c1S(=O)(=O)N1CCCC(C(=O)NCc2cccs2)C1 (centres undefined)	7.2%	9.9%	7.1%	-9.3%	-16.6%	-5.6
Cc1ccc(S(=O)(=O)N(CC(=O)N2CCCCCC2)c2ccccc2)cc1	-6.7%	9.6%	3.8%	-8.1%	3.5%	-4.5
COc1ccccc1C1=NOC(Cn2c(NCCCO)nc3c2c(=O)n(C)c(=O)n3C)C1 (centres undefined)	19.7%	19.0%	-0.4%	-0.7%	-20.8%	33.1
CCN(C(=O)CCc1nc(-c2ccc(C)cc2)no1)c1cc(C)ccc1C	u	x	x	9.6%	x	-10.5
CCCc1nnn(S(=O)(=O)c2ccc([N+](=O)[O-])cc2)c1CCC	x	12.9%	x	x	-1.3%	37.9
COc1ccc2c(c1)cc(C(=O)N[C@@H](Cc1ccccc1)C(=O)O)n2C	-6.4%	-6.3%	7.7%	-5.1%	-1.6%	-13.1
O=C(NCCC1=CCCCC1)c1ccc2c(c1)N(Cc1ccccc1)C(=O)c1ccccc1S2=O (centres undefined)	-16.8%	x	x	-9.2%	x	-4.2
O=C1c2ccccc2NC(c2c(Cl)cccc2Cl)N1Cc1ccccc1 (centres undefined)	0.4%	u	-0.9%	2.7%	-5.4%	4.2
CC(C)c1ccc(N(CC(=O)NCC2CCCO2)C(=O)CCC(=O)Nc2nccs2)cc1 (centres undefined)	2.4%	10.9%	1.3%	-0.1%	-0.1%	29.9
CC(=O)NC(=S)Nc1ccc(NC(=O)c2cccs2)cc1	-29.6%	u	-3.9%	-14.6%	-12.4%	19.4
COc1cccc(NC(=O)c2sc(-n3nc(C)c(Cc4ccccc4Cl)c3C)nc2C)c1	4.1%	x	x	21.3%	x	59.9
CC(C)c1nc(SCC(=O)N2CCc3ccccc32)n[nH]1	-1.4%	-0.8%	1.2%	-1.7%	19.2%	18.6
Cc1ccc(CNc2oc(-c3ccco3)nc2S(=O)(=O)c2ccccc2)cc1	0.0%	u	-5.9%	5.8%	-16.8%	-30.7
O=P(Cc1cc[n+]([O-])cc1)(c1ccccc1)c1ccccc1	5.3%	12.4%	x	u	0.6%	-25.6
CCc1ccc(NC(=O)CCNS(=O)(=O)c2ccc3c(c2)CCCC(=O)N3)cc1	9.1%	x	x	18.6%	x	1.7
Cc1cnc[nH]1	-1.0%	-60.7%	x	3.4%	-0.4%	-22.3
COC(=O)c1ccc(COc2ccccc2/C=C(\C#N)C(=O)Nc2ccc(C)cc2)cc1	7.2%	32.4%[activator]	7.4%	-3.0%	7.3%	u
O=C(NCc1ccccn1)c1c(O)c2cccc3c2n(c1=O)CC3	-2.2%	12.0%	14.2%	-14.5%	92.0%[activator]	-8.7
COc1ccccc1C1=NOC(C(=O)N2CCN(C(=O)c3ccco3)CC2)C1 (centres undefined)	3.3%	5.5%	-2.8%	u	-2.0%	-31.1
COc1ccc2nc(NC3=NC(c4ccccc4)CC(=O)N3)nc(C)c2c1 (centres undefined)	-8.3%	-28.9%	-0.1%	-6.8%	13.9%	-0.4
CCOC(=O)Cc1csc(NS(=O)(=O)c2ccc(SC)cc2)n1	-16.2%	2.8%	9.9%	-7.7%	-16.6%	-19.0
CCC(C)(C(=O)NC1CCCCC1)N(C(=O)C1CCC(=O)N1)c1ccccc1 (centres undefined)	9.6%	22.4%	3.0%	-16.9%	-0.3%	31.5
CCOC(=O)CCCNC(=O)COC(=O)[C@@H]1CCCN1S(=O)(=O)c1ccc(Cl)cc1	-0.5%	5.8%	15.7%	-1.4%	-10.0%	u
CC1S/C(=C(\C#N)C(N)=O)N(c2ccc(F)cc2)C1=O (centres undefined)	-22.2%	10.2%	0.0%	-12.1%	-12.7%	80.3
Cc1cc(NC(=O)COC(=O)c2c(Cl)cccc2Cl)no1	-14.3%	9.4%	x	-13.8%	6.3%	-68.1*
Cc1ccc(CN2CCSc3ccc(C(=O)N4CCN(c5ccccc5)CC4)cc32)cc1	-2.5%	x	x	11.6%	x	13.9
CCOc1ccccc1C1NC(=O)NC(C)=C1C(=O)OCc1ccco1 (centres undefined)	0.0%	-10.5%	0.1%	-5.0%	-2.9%	-14.6
CC(=O)c1cccc(NC(=O)COC(=O)Cn2cnc3ccccc32)c1	x	0.2%	x	x	12.0%	-2.7
OCCOc1ccc(CN2CCN(CCCc3ccccc3)C(CCO)C2)cc1 (centres undefined)	-13.6%	8.5%	4.5%	4.7%	5.8%	13.4
Cc1nc2ccccc2c(=O)n1NC(=O)c1cc(Br)ccc1Cl	89.8%[activator]	7.0%	4.2%	-0.2%	-19.9%	6.4
COc1ccccc1NC(=O)C1=C(C)Nc2nc3ccccc3n2C1c1cccc(Br)c1 (centres undefined)	8.2%	x	x	19.3%	x	-34.6
COc1ccccc1-c1nc2s/c(=C\c3cccs3)c(=O)n2n1	-1.5%	-0.7%	1.1%	u	-8.0%	45.2
COCCn1c(SCC(=O)N2CC(=O)Nc3ccccc32)nnc1-c1ccoc1C	-5.7%	14.2%	0.9%	2.3%	0.0%	48.7
Cc1ccc(C(=O)N/C(=C/c2ccco2)C(=O)N2CCCCCC2)cc1	-21.5%	-7.8%	-15.3%	-1.0%	1.8%	32.0
CN(C)CCNC(=O)c1ccc2nc(Cc3ccccc3)oc2c1	-0.2%	x	x	3.6%	x	23.9
CC1(C)CC(=O)C(C=Nc2cccc(/N=C/C3=C(O)CC(C)(C)CC3=O)n2)=C(O)C1	5.4%	x	1.2%	-10.8%	x	x
CSc1nc(-c2ccccc2)c(-c2ccccc2)[nH]1	-0.3%	u	2.7%	-2.8%	-8.7%	6.4
C=CC[C@@H](CC(=O)N(CCO)Cc1ccccc1)C(=O)N[C@@H](C)COC(=O)[C@@H](CC=C)Cc1ccc(F)cc1	x	u	x	x	-3.5%	-12.3
Cc1ccc(COc2ccsc2-c2n[nH]c(=S)n2C)cc1	-11.1%	10.4%	-2.1%	0.2%	1.8%	13.7
COc1ccccc1Cn1c(=S)[nH]c2cc(C(=O)N3CCN(c4ccccc4OC)CC3)ccc2c1=O	4.3%	18.1%	x	3.2%	40.4%[activator]	7.2
COc1ccc(C(=O)Nc2ccc3nc(N4CCCCC4)cc(C)c3c2)c(OC)c1	0.4%&-9.2%	-3.7%	-1.2%	5.1%&-22.1%	x	-3.3&-23.0
COCCCNC(=O)c1cn(CCOC)c(=O)c2c1c1ccccc1n2C	-6.9%&-1.8%	2.7%	-5.7%	-3.4%&21.2%	1.9%	43.7&6.8
CN1CCN(C2CC(=O)N(c3ccc4c(c3)OCCO4)C2=O)CC1 (centres undefined)	-5.1%	22.5%	-13.5%	-6.6%	5.6%	90.0
O=C(NCc1ccccn1)c1ccc(OC2CCN(Cc3ccccc3O)CC2)cc1	6.6%	x	x	u	13.0%	-29.0
Cc1cccc(N2CC(c3nc4ccc(C)cc4[nH]3)CC2=O)c1 (centres undefined)	1.4%	x	x	-2.0%	x	-6.9
Cc1ccc2nc(-c3ccccc3)cc(C(=O)NNC(=O)c3csc(N4CCOCC4)n3)c2c1	7.9%	-23.4%	x	-0.8%	62.2%[activator]	-14.5
CCC(C)(C)NC(=O)C(c1ccc(OC)cc1)N(C(=O)CCC(=O)Nc1cc(C)on1)c1ccc(OC)cc1OC (centres undefined)	-8.2%	-22.8%	-1.5%	-13.4%	-3.5%	19.7
Cc1cc(N/N=C/c2ccc(N(C)C)cc2)nc(NCc2ccccc2)n1	-1.8%	u	3.9%	5.3%	u	-18.5
CCc1ccc(CN(C(=O)c2cc3ccccc3oc2=O)C2CCS(=O)(=O)C2)cc1 (centres undefined)	-6.0%&-14.8%	7.4%	x	u	-6.1%	49.3&-9.6
CCCn1c(N)c(C(=O)COC(=O)CNC(=O)c2ccccc2OCC)c(=O)[nH]c1=O	-2.5%	3.9%	x	-10.0%	-6.6%	-38.0
CN(C(=O)CSc1nnc(-c2ccncc2)n1C)C1CCS(=O)(=O)C1 (centres undefined)	-16.3%	7.2%	-2.2%	-14.2%	-0.4%	0.9
CCCCn1c(SCC(=O)/C(C#N)=C(\C)N)nc2ccccc2c1=O	7.7%	u	-5.3%	0.5%	18.5%	-72.7*
Cc1ccc(-n2ccn(CC(=O)c3ccc(F)cc3)c(=O)c2=O)cc1C	-23.0%	x	x	-8.1%	x	-38.6
CCOC(=O)[C@@H]1[C@H]2COc3cc(OC)ccc3[C@@H]2N2C(=O)N(c3ccc(C)cc3)C(=O)[C@]12C	x	7.9%	x	x	15.7%	-12.0
Cc1nc2c3cccnc3nn2c(C)c1CCC(=O)NCc1ccccc1Cl	-10.3%	x	x	-8.5%	x	-5.9
COC(=O)C1CCN(C(c2cc(OC)c(OC)c(OC)c2)c2sc3nc(C)nn3c2O)CC1 (centres undefined)	2.8%	11.4%&5.1%	-6.4%	u	3.0%	3.7

Reprinted at random: 5 compounds from above
SMILES	Sm TGR inh	HCV inhibitor	Giardia FBPA inh	AmpC inh detg	AMA1-RON2 inh	HCMV antiviral
CN1CCN(C2CC(=O)N(c3ccc4c(c3)OCCO4)C2=O)CC1 (centres undefined)	-5.1%	22.5%	-13.5%	-6.6%	5.6%	90.0
O=C(NCc1ccccn1)c1c(O)c2cccc3c2n(c1=O)CC3	-2.2%	12.0%	14.2%	-14.5%	92.0%[activator]	-8.7
Clc1ccc(-c2nc3cnccn3c2Nc2ccc3c(c2)OCO3)cc1	0.3%	u	0.5%	u	-29.1%	17.0
COc1ccccc1Cn1c(=S)[nH]c2cc(C(=O)N3CCN(c4ccccc4OC)CC3)ccc2c1=O	4.3%	18.1%	x	3.2%	40.4%[activator]	7.2
Cc1ccc(S(=O)(=O)N(CC(=O)N2CCCCCC2)c2ccccc2)cc1	-6.7%	9.6%	3.8%	-8.1%	3.5%	-4.5

(next part)
SMILES	Sm TGR inh	HCV inhibitor	Giardia FBPA inh	AmpC inh detg	AMA1-RON2 inh	HCMV antiviral
CC(Sc1ncnc2sccc12)C(=O)Nc1ccc(S(=O)(=O)N2CCOCC2)cc1 (centres undefined)	x	-27.3%	x	x	-11.7%[11.6 µM]	-3.8
O=C(O)[C@@H]1CCCN1C(=O)c1ccco1	1.7%	18.4%	5.6%	-1.7%	-9.6%	9.5
COc1ccccc1N1CCN(C(CNS(=O)(=O)c2cccs2)c2cccnc2)CC1 (centres undefined)	u	u	8.3%	u	-14.8%	17.6
Cc1cc(C)c(C#N)c(SCc2ccccc2C(=O)O)n1	-2.9%	-10.8%	10.8%	u	0.6%	-28.5
